Assay outcomes from PubChem.
mHTT-CaM PPI inh = mutant huntingtin-calmodulin interaction inhibitors – biochemical, AlphaScreen, primary screen; P42858; AlphaScreen His-mHTT/GST-CaM binding, luminescence; inhibition, % at 15 µM; hit rate 3.6% among 190,000;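 also: 0% = both proteins with DMSO and 100% = one protein alone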
Pf apPOL block = Pf-apPOL inhibitors, biochemical, fluorescence; Recombinant Pf-apPOL, molecular beacon fluorescence, 1.5 h; Plasmodium falciparum apicoplast DNA polymerase (apPOL); hit rate 0.25% among 210,000; AID 1794808, 2022; inhibition, % at 10 µM
* = called active by the depositor; i = inactive; / = no result given; & = joins results of further samples. Rule as the data show it: active = inhibition above about 50%; inactive = the rest.

SMILES	mHTT-CaM PPI inh	Pf apPOL block
CCCCNC(=O)CCC1N=C2c3ccccc3N=C(SCc3ccccc3F)N2C1=O (stereo unspecified)	-1	-6
COc1ccc(C2C3=C(CC(C)(C)CC3=O)OC(N)=C2[N+](=O)[O-])cc1OC (stereo unspecified)	4	0
Cc1cccc(-c2noc(C3CCCN3C(=O)c3cccc(Cl)c3)n2)c1 (stereo unspecified)	30	-6
COc1ccc(C)cc1NC(=O)N1CCc2c(nc3cc(-c4ccccc4)[nH]n3c2=O)C1	36	-1
CCOCC(=O)N1CCC(n2c(-c3ccoc3)nc3cccnc32)C1 (stereo unspecified)	-4	-1
CCC(=O)c1ccc(OCC(O)CNC2CCCCCC2)cc1 (stereo unspecified)	-7	-5
O=C(c1ccc(OCC2CCCN2C(=O)C2CC2)cc1)N1CCOCC1 (stereo unspecified)	-3	8
CC(=O)c1c(C)oc2c1c1c(c3ccccc32)OCN(C2CC(C)(C)NC(C)(C)C2)C1	78*	7
O=c1cc(N2CCN(c3ccccc3F)CC2)[nH]c(=O)n1-c1ccccc1	-1	-2
CCOC(=O)N1CCCN=C1NNc1cc(Cl)ccc1OC	/	0&-2
CCCCC(=O)Nc1ccc(OC)c(OC)c1	3	-8
Cc1cc(N2CCN(c3nc4cc(Cl)ccc4s3)CC2)c2ccccc2n1	/	-7

Grouped by structure, those above with a halogen
SMILES	mHTT-CaM PPI inh	Pf apPOL block
CCCCNC(=O)CCC1N=C2c3ccccc3N=C(SCc3ccccc3F)N2C1=O (stereo unspecified)	-1	-6
Cc1cccc(-c2noc(C3CCCN3C(=O)c3cccc(Cl)c3)n2)c1 (stereo unspecified)	30	-6
O=c1cc(N2CCN(c3ccccc3F)CC2)[nH]c(=O)n1-c1ccccc1	-1	-2
CCOC(=O)N1CCCN=C1NNc1cc(Cl)ccc1OC	/	0&-2
Cc1cc(N2CCN(c3nc4cc(Cl)ccc4s3)CC2)c2ccccc2n1	/	-7

A second format for 4 compounds above.
Each structure is followed by: mHTT-CaM PPI inh	Pf apPOL block
CCC(=O)c1ccc(OCC(O)CNC2CCCCCC2)cc1 (stereo unspecified)
→ -7	-5
O=C(c1ccc(OCC2CCCN2C(=O)C2CC2)cc1)N1CCOCC1 (stereo unspecified)
→ -3	8
CC(=O)c1c(C)oc2c1c1c(c3ccccc32)OCN(C2CC(C)(C)NC(C)(C)C2)C1
→ 78*	7
O=c1cc(N2CCN(c3ccccc3F)CC2)[nH]c(=O)n1-c1ccccc1
→ -1	-2

The results go on:
SMILES	mHTT-CaM PPI inh	Pf apPOL block
Cc1nc2ccc(Cc3ccc4nc(C)oc(=O)c4c3)cc2c(=O)o1	-1	-4
O=C1c2ccccc2C(=O)N1CC1c2ccccc2CCN1S(=O)(=O)c1ccc(F)c(F)c1 (stereo unspecified)	0	-5
Cc1cccc(N2CC(C(=O)NC(C)C)CC2=O)c1 (stereo unspecified)	-2	-6
N/C(=N\OC(=O)N1c2ccccc2Sc2ccccc21)c1cccnc1	i	-7&-2
COc1ccc(C(=O)N2CCCC3(C2)NC(=O)N(Cc2cccc(Cl)c2)C3=O)cc1F (stereo unspecified)	12	-4
O=C(NCc1cccs1)c1nc(-c2cnccn2)no1	-12	0
CC(=O)NCc1ccc(-n2cnc(C)c2C)cc1	10	0
CC(C)CC(=O)Nc1nc2ccc(S(C)(=O)=O)cc2s1	3	0
N#CCc1ccc(OC(=O)c2cccnc2)cc1	/	0&-2
Cc1ccc(-n2cccc2)c(NC(=S)Nc2ccc(Br)cc2OC(F)(F)F)c1	/	-2
CC(C)c1ccc(/C=C2/NC(=O)N(Cc3ccc(Br)cc3)C2=O)cc1	-10	0
N#CSc1ccc(NC(=O)c2ccc(-n3cnnn3)cc2)cc1	9	3
CCN(CC)C(=O)Cn1c(=O)n(-c2cccc(C(F)(F)F)c2)c(=O)c2sccc21	-1	-4
CC1(C)Cc2c(sc3c2c(=O)n(-c2ccccc2)c2nnnn32)CO1	11	1
O=C(NC1CC2CC1N(C(=O)Nc1ccc3c(c1)CCC3)C2)c1ccccc1 (stereo unspecified)	23	-5
O=c1c2c(nc(SCc3ccc(F)cc3)n1-c1ccc(F)cc1)CCS2	1	8
COc1ccc(C(=O)Nc2nc(C)c(C)s2)cc1OC	6	2
C/C=C(\C)CN1CCN(CCOCCO)CC1	-2	-3
O=[N+]([O-])c1ccccc1-c1ccc(CN2CCCCC2)o1	5	-3
CNC(=O)NC(=O)CSc1nnc(Cc2ccccc2)n1-c1ccc(Cl)cc1	/	-7
CCNC(=O)N1CCN(c2nc(C)nc(CC)c2Cc2cccc(C)c2)CC1	0	0
COc1ccc(CN2CC(C(=O)N3CCn4c(nc5ccccc54)C3)CC2=O)cc1 (stereo unspecified)	-4	-2
O=C1Nc2ccc(Cl)cc2/C1=C/c1ccc2c(c1)OCO2	13	/
COCCC1CCN(C(=O)CN(C)C(=O)c2cccc(C)c2)CC1	2	0
Fc1ccc(CN2COc3cc4c(cc3C2)OCN(Cc2ccc(F)cc2)C4)cc1	3	/
O=C1C=C(NCCc2ccccc2)CC1	4	40
COc1ccccc1CN(c1cccc(C)c1)S(C)(=O)=O	-13	-4
O=C(Nc1cccc(Cl)c1Cl)c1cc(S(=O)(=O)NCc2ccccc2)ccc1F	9	-1
CCOc1ccccc1NC(=O)CCC(=O)Nc1ccc2nc(N3CCN(C)CC3)cc(C)c2c1	13	-4
CN(C)C=NC(=O)C(C#N)=CN(C)C	/	-14
CC(=O)NCCOc1c(C)cc(S(N)(=O)=O)cc1C	-2	-12
Cc1cccc(NS(=O)(=O)c2cc([N+](=O)[O-])ccc2C)c1	8	-9
Cc1ccc(CNc2ccc3c(c2)ncn3C)cc1	25	-7
O=C(C=Cc1cccs1)NC(=S)Nc1ccc(Cl)cc1	/	-2
Brc1ccc2c(c1)c1c3n2CCNC3CCC1 (stereo unspecified)	75*	2
COCCCNC(=O)c1ccc(I)cc1	1	-6

Profiles from above:
Record of COCCCNC(=O)c1ccc(I)cc1 : mHTT-CaM PPI inh = 1; Pf apPOL block = -6
Record of Cc1cccc(NS(=O)(=O)c2cc([N+](=O)[O-])ccc2C)c1 : mHTT-CaM PPI inh = 8; Pf apPOL block = -9

Of the compounds above, 3 contain bromine.
SMILES	mHTT-CaM PPI inh	Pf apPOL block
Cc1ccc(-n2cccc2)c(NC(=S)Nc2ccc(Br)cc2OC(F)(F)F)c1	/	-2
CC(C)c1ccc(/C=C2/NC(=O)N(Cc3ccc(Br)cc3)C2=O)cc1	-10	0
Brc1ccc2c(c1)c1c3n2CCNC3CCC1 (stereo unspecified)	75*	2

Continued:
SMILES	mHTT-CaM PPI inh	Pf apPOL block
O=C(Cc1c(F)cccc1Cl)NC(=O)NCCc1c(F)cccc1Cl	/	-2
Cc1ccsc1C(=O)NCc1ccc2c(c1)ncn2C(C)C	16	-2
O=C(C(=O)N1CCCCCC1)c1c(-c2ccccc2)cc2ccccn12	24	0
CCN(Cc1ccccc1)S(=O)(=O)c1ccc(F)cc1	-35	0
COc1cc(OC)c(OC)cc1CN1CCCC1c1cc(C(C)C)no1 (stereo unspecified)	12	-1
CC1CCCCN1Cc1c(O)ccc2c1OC(=Cc1cccs1)C2=O (stereo unspecified)	15	-1
COc1cccc(N(CC(=O)N2CCN(c3ccc(F)cc3)CC2)S(C)(=O)=O)c1	7	-6
CCc1ccccc1NC(=O)c1ccc2[nH]c3c(c2c1)CN(C(C)=O)CC3	22	-1
FC(F)(F)c1cccc(C2=Nn3c(nnc3-c3ccc4c(c3)OCO4)SC2)c1	-4	-4
CC(C)C(=O)Nc1ccc(NC(=O)c2ccccc2Br)cc1	-5	2
CC(C)C(=O)NCCc1csc(C2CCCN(C(=O)c3ccncc3)C2)n1 (stereo unspecified)	0	-1
COc1ccc(C(C)NC(=O)C2CCN(c3cncnc3N3CCCCC3)CC2)cc1 (stereo unspecified)	23	3
O=C(CN1C(=O)/C(=C/c2cccc(Cl)c2)Sc2ccccc21)NCC1CCCO1 (stereo unspecified)	21	-1
CC(C)NC(=O)N1CCCC1c1ccc(F)cc1 (stereo unspecified)	-3	-5
N/C(=N\OC(=O)c1ccco1)c1ccc([N+](=O)[O-])cc1	i	-2
COc1ccccc1NS(=O)(=O)c1cc(C(=O)O)ccc1OC	3	-5
COc1ccc(/C=C2/SC(N3CCN(CCO)CC3)=NC2=O)c(OC)c1	13	9
O=C(CN1CCN(C(=O)c2cccs2)CC1)c1ccco1	-13	-3
Cc1c(C)n(C(=O)CSc2nc(O)cc(=O)[nH]2)c2ccccc12	19&10	-2&1
Cc1ccccc1CN1CCc2nc(N3CCN(c4ccccc4F)CC3)ncc2C1	11	-2
CCN1c2cc(C(=O)NCc3ccc(F)cc3Cl)ccc2C(=O)N2CCCCC21 (stereo unspecified)	-45	-4
O=C(Nc1cc(Cl)cc(Cl)c1)c1ccccc1	-31	9
CCC(C)c1ccccc1OCCCCN1CCCC1 (stereo unspecified)	-5	-2
COc1ccc(CC(=O)Nc2c3c(nn2-c2cc(C)cc(C)c2)CSC3)cc1	9	-5
O=C(COc1ccc(F)cc1)N1CCC2(CC1)NC(=O)N(Cc1ccc(Cl)cc1)C2=O	42	2
CCOC(CNC(=O)CC(NS(=O)(=O)c1ccc(OC)cc1)c1ccco1)OCC (stereo unspecified)	-2	-8
CCCCCCCCCS(=O)(=O)c1nc(N)n[nH]1	-7	/
CCCOc1ccc(CNC(=O)C2CCCN(c3cnn(C)c(=O)c3)C2)cc1 (stereo unspecified)	-4	-3
CCn1c(=O)c2c(ncn2Cc2cccc(Cl)c2)n(-c2ccccc2C)c1=O	2	2
COc1cc2c(cc1OC)CN(C(=O)CCc1sc(C)nc1-c1cccs1)CC2	24	2
Cc1cc(=O)n(C(NC(=O)c2ccccc2)C(=O)c2ccccc2)cn1 (stereo unspecified)	-3	-2&3
COc1ccccc1/C=c1\sc2nc(-c3ccc(OC(C)C)cc3)nn2c1=O	2	2
O=C(C1CC1)N1CCC(CCOc2ccc(F)cc2)CC1	-5	2
COc1ccc(C2CC(c3ccc(F)cc3)=NN2C(=O)CN2CCCCC2C)cc1 (stereo unspecified)	22	-3
CNC(=O)N1CCCC(c2cccc(C(=O)NC(C)C)c2)C1 (stereo unspecified)	-8	-3
N=C1SCC(=O)N1c1nonc1N	-3	/
O=C1NC(=Nc2ccccc2Cl)S/C1=C/c1ccc([N+](=O)[O-])o1	60*	10
CNC(=O)c1cc2c(=O)n3ccccc3nc2n(CC2CCCO2)c1=N (stereo unspecified)	0	-13
CC1CCN(C(=O)c2cnc(-c3ccccc3)nc2-c2ccncc2)CC1	22	-16
O=S(=O)(NC1CCCCC1Nc1ccccc1)c1ccccc1 (stereo unspecified)	1	2
Cc1ccc(CNC(=O)Cn2c(=O)n(-c3ccc(F)cc3)c(=O)c3sccc32)cc1	-3	-1
CN1c2ccc(Cl)cc2C(=O)NC12CCN(C(=O)NCc1ccc(F)cc1)CC2	-6	-4
NC(=NO)c1snnc1-c1ccccc1	/	0
Cc1cccc(N2CCN(C(=O)Cc3ccc(Br)cc3)CC2)c1C	1	10
CCn1c(=O)c(-[n+]2ccccc2)c(O)c2ccccc21	-6	-77
CCCN1CCn2cc(C(=O)N3CCN(c4ccc(Cl)cc4)CC3)nc2C1	17	-5
O=C(CSc1nc2ccccc2[nH]1)Nc1ccc(F)c(F)c1	3	-2
Clc1nc(NCCCN2CCOCC2)nc(N(c2ccccc2)c2ccccc2)n1	9	-2
N=C1NC(=O)/C(=C\c2cccc(C(F)(F)F)c2)S1	2	1
Cc1ccc(-c2nc(C=Nc3ccc(Cl)cn3)c(O)o2)cc1	-4	-3
Cc1cccc(-c2noc(C3CCCN3S(=O)(=O)c3ccc(Cl)cc3C)n2)c1 (stereo unspecified)	-12	-3
O=C(CSc1nnc2ccc(-c3cccs3)nn12)Nc1ccc2c(c1)OCO2	-12	-1

These rows are one share of the data; rates above refer to the full screens.
